LMPTP inh = LMPTP phosphatase inhibitors, primary screen, biochemical, fluorescence intensity, uHTS. recombinant LMPTP-A, OMFP fluorogenic substrate. actives 0.22% (n = 360,000). Low molecular weight phosphotyrosine protein phosphatase (Homo sapiens), P24666. inhibition, % at 20 µM;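 active = compounds that cut the enzyme signal by at least half of the control window in the single-dose screen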;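 note: plate controls were DMSO wells with enzyme plus substrate for no effect and substrate without enzyme for full effect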
Target sequence (P24666 whole entry, looked up): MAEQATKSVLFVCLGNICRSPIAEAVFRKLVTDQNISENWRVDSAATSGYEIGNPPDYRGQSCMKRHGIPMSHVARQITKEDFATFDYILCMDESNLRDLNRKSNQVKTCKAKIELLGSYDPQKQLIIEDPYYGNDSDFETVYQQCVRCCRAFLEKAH
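Buffer or medium: Bis-Tris pH 6.0, DTT, detergent; Assay system: LMPTP-A enzyme; Quantity: 0.625 nM enzyme; Detection: endpoint fluorescence intensity; Times: 50 min dark incubation at room temperature; Controls: substrate-only low control, DMSO enzyme-plus-substrate high control; Doses: single 20 µM dose; Read-out: percent inhibition versus substrate-only and uninhibited controls; Reagent: 400 µM OMFP.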
DNMT1 block = human DNMT1 methyltransferase inhibitors, primary screen, biochemical, molecular beacon, fluorescence, HinP1I cleavage, uHTS; AID 588458, 2011; actives 0.83% (n = 360,000); inhibition (reported as % activation of signal), % at 10 µM; in the data active = inhibition above about 50%
NadD inh = inhibitors of S. aureus NadD, primary screen, biochemical, colorimetric, uHTS. inhibition, % at 20 µM. actives 0.78% (n = 360,000). purified NadD enzyme, colorimetric absorbance read-out; in the data active = inhibition above about 26%; note: some compounds past the cut are filed as inactive
SUMO1-SIM PPI = modulators of SUMO1 protein-protein interactions, primary screen, biochemical, uHTS | Small ubiquitin-related modifier 1 (Homo sapiens), P63165 | SUMO1 binding to a labelled peptide, TR-FRET, 1 h | inhibition, % at 20 µM | actives 0.33% (n = 360,000) | AID 602429, 2012; in the data active = inhibition above about 37%
Target sequence (P63165 whole entry, looked up): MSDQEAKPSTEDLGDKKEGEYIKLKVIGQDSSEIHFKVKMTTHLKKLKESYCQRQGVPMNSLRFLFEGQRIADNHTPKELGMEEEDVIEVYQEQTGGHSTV
Rpn11 inh = Rpn11 (PSMD14) deubiquitinase inhibitors, primary screen, biochemical, fluorescence polarization, uHTS; actives 0.59% (n = 360,000); 26S proteasome non-ATPase regulatory subunit 14 (Homo sapiens), O00487; human 26S proteasome, Ub4-pepOG fluorescence polarization; 20S core pre-blocked with epoxomicin; calls only at 20 µM; AID 588493, 2011;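 active = inhibition at 20 µM, scaled to each plate's controls, above about 33%, limit read from the data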
Target sequence (O00487 whole entry, looked up): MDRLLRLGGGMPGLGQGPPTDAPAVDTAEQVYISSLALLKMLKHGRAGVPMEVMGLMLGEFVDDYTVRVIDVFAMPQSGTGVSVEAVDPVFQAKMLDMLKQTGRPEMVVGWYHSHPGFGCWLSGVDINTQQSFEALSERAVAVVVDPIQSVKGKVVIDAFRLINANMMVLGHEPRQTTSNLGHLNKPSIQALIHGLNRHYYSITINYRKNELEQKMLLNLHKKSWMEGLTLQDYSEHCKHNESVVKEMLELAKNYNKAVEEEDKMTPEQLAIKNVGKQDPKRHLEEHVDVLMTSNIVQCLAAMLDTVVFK
Tb MetRS inh = T. brucei MetRS inhibitors, primary screen, biochemical, luminescence; actives 0.4% (n = 360,000); methionyl-tRNA synthetase (Trypanosoma brucei brucei); AID 624268, 2012; purified T. brucei MetRS, ATP depletion, Kinase-Glo luminescence; inhibition, % at 11.9 µM;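 active = inhibition above a per-plate cutoff of the control wells' mean inhibition plus 3 SD, cut at about 5.5% in these data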;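 note: 0% = DMSO wells median and 100% = median of wells with control inhibitor compound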
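Material: parasite MetRS enzyme / Replication: singlicate, one well per compound / Signal: luminescence of leftover ATP / Schedule: 2 h aminoacylation at 25 °C after 15 min preincubation / Medium: HEPES-MgCl2-KCl buffer plus DTT, spermine, BSA, pyrophosphatase / Doses: 11.9 µM single point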
STEP inh = STEP phosphatase inhibitors, primary screen, biochemical, fluorescence intensity, uHTS; Tyrosine-protein phosphatase non-receptor type 5 (Homo sapiens), P54829; recombinant STEP, OMFP fluorogenic substrate; inhibition, % at 20 µM; actives 0.25% (n = 360,000);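 active = inhibition at 20 µM, scaled per plate between control wells, above about 37%, limit read from the data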;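 note: 0% = DMSO with enzyme and substrate and 100% = substrate only without enzyme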
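System: isolated STEP enzyme; schedule: 20 min enzyme reaction at room temperature, protected from light; medium: Bis-Tris buffer pH 6.0, 2.5 mM DTT, 0.005% Tween 20; signal: fluorescence, 480/540 nm; dosing: single compound dose of 20 µM, 1% DMSO final; also added: OMFP substrate, 25 µM final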
CSN inh = inhibitors of CSN-mediated cullin deneddylation, primary screen, biochemical, fluorescence polarization, uHTS; COP9 signalosome complex subunit 5 (Homo sapiens), Q92905; Purified CSN, SCF-Nedd8-OG deneddylation; inhibition, % at 12.5 µM; actives 0.38% (n = 360,000); AID 651999, 2013;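 active = pattern-corrected inhibition above about 35%, with an unprinted fluorescence ratio check between 0.5 and 1.5, limit read from the data, passing the limit was not always enough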;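 note: 0% = enzyme with substrate and 100% = substrate without enzyme; some results filed as inactive read as strong as hits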
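Detection – fluorescence polarization · System – HEK293T-derived human Csn5 enzyme · Controls – substrate-only high control, full reaction low control · Timing – 90 min, room temperature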
Scp-1 inhibitor = Scp-1 phosphatase inhibitors, primary screen, biochemical, colorimetric, uHTS | Carboxy-terminal domain RNA polymerase II polypeptide A small phosphatase 1 (Homo … | actives 0.88% (n = 340,000) | Recombinant Scp1, phosphopeptide, malachite green phosphate absorbance | inhibition, % at 20 µM | AID 493091, 2011;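 active = inhibition above about 50% at 20 µM, limit read from the data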;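 note: plate controls were DMSO wells with enzyme for no effect and wells lacking enzyme for full effect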
Target sequence (Q9GZU7 76-261 limits assumed): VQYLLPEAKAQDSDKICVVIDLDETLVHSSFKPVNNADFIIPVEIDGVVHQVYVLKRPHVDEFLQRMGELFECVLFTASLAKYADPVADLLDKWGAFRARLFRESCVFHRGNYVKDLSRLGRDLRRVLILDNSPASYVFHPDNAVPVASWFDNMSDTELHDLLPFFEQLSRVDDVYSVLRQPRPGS
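Test system: SCP-1 phosphatase catalytic domain, residues 76-261 | Compound dosing: One concentration, 20 µM, with 1.0% DMSO | Schedule: 45 min room-temperature reaction, 5 min colour, 30 min stabiliser | Detection: Absorbance at 630 nm | Read-out basis: % inhibition of SCP-1 phosphate liberation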
MsrA inhibitor = bovine MsrA enzyme inhibitors, primary screen, biochemical, absorbance, HTS. Methionine sulfoxide reductase A (Bos taurus). purified bovine MsrA, absorbance read-out. inhibition, % at 15.5 µM. actives 0.75% (n = 360,000). AID 651718, 2012; in the data active = inhibition above about 4.5%;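 note: 0% = vehicle wells with enzyme and 100% = reference inhibitor wells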
Numbers without * were called inactive; i = inactive; nt = not tested or not shown.

SMILES	LMPTP inh	DNMT1 block	NadD inh	SUMO1-SIM PPI	Rpn11 inh	Tb MetRS inh	STEP inh	CSN inh	Scp-1 inhibitor	MsrA inhibitor
Nn1c(-c2ccccc2)nc2cc(Cl)ccc2c1=O	2.2	4	9	1	i	-0.9	1	3	-10	-2.4
O=C(O)c1ccc(-c2nc(-c3ccccc3)cs2)cc1	-0.5	0	2	-13	i	-0.3	-1	0	2	-0.4
COc1nc(N(C)S(=O)(=O)c2ccc(C)cc2)nc(C)c1Br	2.6	0	-8	4	i	-0.8	-3	0	-6	1.3
O=C(c1ccc(Cl)c(Cl)c1)N1CCCC1	-0.4	0	-1	1	i	-0.5	-3	-5	-3	0.2
COc1ccc(C(=O)NCC(=O)NCC(=O)OCC(=O)c2cccs2)cc1	-1.1	2	3	0	i	-0.7	-2	1	0	-0.4
CC(=O)Nc1ccc(N(C(=O)c2ccco2)C(C(=O)NC2CCCC2)c2cccs2)cc1 (centres undefined)	-1.3	2	-7	2	i	-0.9	-3	-8	2	0.9
Cc1nc2ccccc2nc1OCc1cccc(Cl)c1	-0.7	4	-5	-7	i	0.0	-3	-11	-3	1.5
CN(C)c1ccc(-c2cc(O)c3ncccc3c2)cc1	0.6	5	14	-5	i	-0.5	3	0	-6	0.7
Nc1ccc(Br)c[n+]1Cc1cccc2cccnc12	-0.8	3	-2	1	i	0.7	-4	3	-8	0.2
Cc1ccc(/C=C2\SC(=S)N(CCC(=O)N3CCCCC3)C2=O)cc1	0.5	-9	1	-6	i	-0.2	1	1	-2	1.6
Cc1ccc(/C=C(\NC(=O)c2ccccc2)C(=O)NC2CCN(Cc3ccccc3)CC2)o1	-1.5	-4	1	-7	i	-0.1	2	2	1	3.3
Cc1cc(C)nc(Nc2cccc(C(F)(F)F)c2)n1	1.5	-1	-1	1	i	-1.7	0	-2	2	-1.6
O=C(/C=C/c1ccco1)NCC(=O)N/N=C/c1ccc([N+](=O)[O-])cc1	38	40	11	-15	i	0.2	4	2	76*	3.1
CCOC(=O)[C@H]1[C@H]2COc3ccc(C)cc3[C@@H]2N2C(=O)CN(Cc3ccco3)C(=O)[C@@]12C	-0.7	1	-3	1	i	-0.4	-2	2	-4	1.0
CC(C)(O)CN(CCCNC(=S)Nc1ccccc1)C(=S)Nc1ccccc1	-0.1	6	-3	-3	i	-0.3	3	6	7	-0.3
COc1ccc(NC(=O)CSc2nnc(C3CCCCC3)n2N)cc1OC	-0.5	1	2	6	i	-0.7	1	2	-4	-1.0
O/N=C/c1ccn(-c2ccc(Br)cc2)c1	1.4	-4	-5	32	i	-0.3	0	0	-10	-0.3
CC(C)CNC(=S)N1CCC(Cc2ccccc2)CC1	0.6	-1	0	2	i	-0.2	4	2	5	-1.0
Cc1ccc(C(=O)NC2CCN(C(=O)N3CCOCC3)CC2)cc1	-1.0	1	7	-2	i	-1.1	-4	2	-8	0.3
CSCCC(NC(=O)c1ccco1)C(=O)N1CCCC(C(F)(F)F)C1 (centres undefined)	-7.6	0	2	-16	i	-0.2	0	-3	10	0.1
CC(C)c1ccc(S(=O)(=O)Nc2ccc(O)c(Sc3ncn[nH]3)c2)cc1	0.8	3	-4	-2	i	0.4	1	-2	-6	-1.3
CC(C)[C@@H]1NC(=O)c2cc([N+](=O)[O-])cc(I)c2OCC[C@@H](C(N)=O)NC(=O)[C@H](CCC(=O)O)NC1=O	-0.7	4	-4	-7	i	-0.3	4	-2	6	2.5
CC(C)(C)OC(=O)N1CCCN(C(=O)Nc2ccc(OC(F)(F)F)cc2)CC1	-2.0	1	-8	2	i	0.1	-1	3	-7	-1.3
CCOC(=O)c1cccc(N/C=C/C(=O)c2ccc(OC)c(OC)c2)c1	2.2	-13	-14	-16	i	-0.7	8	92*	-9	1.9
CN(C)CCNC(=O)c1ccc2c(=O)n(Cc3ccc(Cl)cc3)c(=S)[nH]c2c1	-6.7	-4	-6	-31	i	-1.2	7	-3	-6	1.0
O=C(NN1C(=O)C2C(c3ccccc3)C=CC(c3ccccc3)C2C1=O)c1ccccc1 (centres undefined)	1.9	-5	-6	-2	i	-1.0	-1	-4	-10	0.0
O=[N+]([O-])c1cc([N+](=O)[O-])c(Oc2ccc(F)cc2)cc1NN1CCCCC1	0.2	5	-9	1	i	-0.3	2	-5	-6	-0.1
COc1cc(S(=O)(=O)N2CCCCC2)ccc1NC(=O)c1ccc(F)cc1	0.4	5	-11	3	i	-0.5	1	0	-11	0.3
COc1ccccc1C(=O)Nc1cccc2cccnc12	3.7	-6	-5	-8	i	-0.2	2	2	-6	0.2
CCOC(=O)N1CCC(NC(=O)Cc2cn(C)c3ccccc23)CC1	-1.3	5	1	-1	i	-2.0	3	5	-6	-0.4
COc1ccc(C)cc1S(=O)(=O)N(C)CC(=O)N1CCN(c2ccccc2)CC1	-1.2	0	9	4	i	-1.1	-2	-15	-2	-0.9
O=[N+]([O-])c1ccccc1SNc1ccccn1	-2.2	3	-1	-21	i	0.9	1	-9	-10	0.2
O=C(CCn1c(=O)[nH]c2ccsc2c1=O)N(CCc1ccccc1)Cc1ccccc1	1.7	-15	1	4	i	-0.2	0	-1	-11	-0.8
CC(C)NCC(O)COc1cccc2ccccc12 (centres undefined)	-3.3	-2	-2	0	i	-1.4	-3	-2	-20	-1.4
Cc1c(NC(=O)CN2C(=O)NC(C)(c3ccccc3)C2=O)c(=O)n(-c2ccccc2)n1C (centres undefined)	-0.1	0	-3	-2	i	0.0	2	3	1	-0.1
OCC1CSC(=S)N1Cc1ccccc1 (centres undefined)	0.7	-4	0	4	i	-0.3	-1	-6	nt	nt
NC(=O)Cn1c(=O)n(CCC(=O)Nc2ccc(F)cc2)c(=O)c2sccc21	-1.3	0	-1	0	i	0.1	-3	-4	-5	-0.3
CCN1CCCC1CN(Cc1cc2ccc(C)cc2[nH]c1=O)C(=S)Nc1ccc(F)cc1 (centres undefined)	-0.3	-10	1	4	i	-0.3	-2	10	9	-0.2
Cc1ccc(CNC(=S)N(C)C)cc1	-0.7	-3	0	3	i	-0.6	1	5	-2	0.3
Cc1ccc(C(=O)NNC(=S)NC(=O)c2ccc(Cl)cc2Cl)cc1	-1.1	4	15	4	i	-0.7	0	3	-12	-0.4

Structural class, the entries above containing a CF3 group (3)
SMILES	LMPTP inh	DNMT1 block	NadD inh	SUMO1-SIM PPI	Rpn11 inh	Tb MetRS inh	STEP inh	CSN inh	Scp-1 inhibitor	MsrA inhibitor
Cc1cc(C)nc(Nc2cccc(C(F)(F)F)c2)n1	1.5	-1	-1	1	i	-1.7	0	-2	2	-1.6
CSCCC(NC(=O)c1ccco1)C(=O)N1CCCC(C(F)(F)F)C1 (centres undefined)	-7.6	0	2	-16	i	-0.2	0	-3	10	0.1
CC(C)(C)OC(=O)N1CCCN(C(=O)Nc2ccc(OC(F)(F)F)cc2)CC1	-2.0	1	-8	2	i	0.1	-1	3	-7	-1.3

Continuation.
SMILES	LMPTP inh	DNMT1 block	NadD inh	SUMO1-SIM PPI	Rpn11 inh	Tb MetRS inh	STEP inh	CSN inh	Scp-1 inhibitor	MsrA inhibitor
O=c1c(-c2ccccc2)cocc1-c1ccccc1	-1.8	3	-3	4	i	-0.2	1	-3	nt	-0.1
Cc1ccc(C)c(OCC(=O)Nc2cc(C)on2)c1	0.2	-1	1	4	i	0.2	4	3	-6	0.6
CCc1ccc(OCc2nnc(SCC(=O)NCC3CCCO3)n2C)cc1 (centres undefined)	0.0	0	-9	0	i	-0.4	-3	2	1	0.4
COc1ccccc1CNC(=O)CSc1nnc2c(Cl)cc(C(F)(F)F)cn12	-0.5	-6	1	-3	i	0.4	0	-2	-8	0.5
Cc1nn(CCC#N)c(C)c1Oc1ccccc1O	0.2	1	-7	5	i	-0.9	2	0	-14	0.4
O=C(c1ccccc1)N1CCN(C2c3cccc4cccc(c34)C2NS(=O)(=O)c2ccccc2)CC1 (centres undefined)	2.0	-9	18	-1	i	-0.1	0	0	0	-0.7
Cc1cc(Br)cn2c(Cc3cccc(F)c3)c(-c3ccc(C#N)cc3)nc12	2.8	nt	7	-4	nt	0.0	nt	8	nt	-0.9
CCN(CC(=O)Nc1ccc(NC(C)=O)cc1)CC(=O)Nc1cccc(Cl)c1	0.6	-2	-2	-1	i	-1.2	-4	-7	9	-0.3
CN(C(=O)C1CCCCC1)C1(C)CCS(=O)(=O)C1 (centres undefined)	-1.1	0	-3	-1	i	-0.4	0	0	-1	-0.4
CC(C)c1onc(C(=O)Nc2cccnc2Cl)c1[N+](=O)[O-]	1.0	-3	1	-3	i	-0.1	-2	1	-9	0.9
CC(Sc1ncn[nH]1)C(=O)NCc1ccccc1 (centres undefined)	-0.6	-3	-8	4	i	-0.5	1	0	-4	0.6
Cc1cc(C)c(NC(=O)COC(=O)C2=COCCO2)c(C)c1	0.2	4	0	-3	i	-0.1	-2	3	nt	-0.8
COC(=O)C(Cc1cccc(C)n1)(c1ccccc1)c1ccccc1	2.1	-1	-7	8	i	-0.7	0	-6	-8	1.5
COC(=O)Cc1ccc(NC(=S)N2CCN(CCO)CC2)cc1	-2.5	1	-5	1	i	-0.9	1	3	-11	0.0
Cc1ccc([C@H]2C[C@@H](O)[C@H](n3cc(COC(=O)c4ccccc4)nn3)CN2C(=O)c2cccs2)cc1	-1.2	-5	3	2	i	-0.6	0	-3	nt	-1.2
CCOC(=O)C1(Cc2ccc(Cl)cc2)CCN(C(=O)C2CCCO2)CC1 (centres undefined)	-0.5	-5	1	2	i	-2.2	-1	-1	-1	1.2
